Screens (PubChem)
DRD3 agonist: activates the human D3 dopamine receptor | AID 652048 | max activation, % | D3R DiscoveRx beta-arrestin cells, luminescence, 90 min | P35462 | actives 0.58% (n = 410,000); in the data active = max activation above about 30%; note: 0% is about no effect; mostly tested at two doses, the higher about 12 µM
Target sequence (P35462 whole entry, looked up): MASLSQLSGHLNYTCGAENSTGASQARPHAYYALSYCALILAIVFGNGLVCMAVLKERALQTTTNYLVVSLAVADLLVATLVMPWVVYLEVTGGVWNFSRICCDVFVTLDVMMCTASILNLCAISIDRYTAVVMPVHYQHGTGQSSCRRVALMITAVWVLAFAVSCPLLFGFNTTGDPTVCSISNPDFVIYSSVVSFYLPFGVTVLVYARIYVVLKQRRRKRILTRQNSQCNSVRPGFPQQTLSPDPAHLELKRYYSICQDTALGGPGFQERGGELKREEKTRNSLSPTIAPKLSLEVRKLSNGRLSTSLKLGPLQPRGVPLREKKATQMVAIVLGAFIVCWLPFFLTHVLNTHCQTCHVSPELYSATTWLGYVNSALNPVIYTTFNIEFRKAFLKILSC
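Cells at 1500/well, incubated overnight, then treated with pinned compounds (dopamine as control) for 90 min at 37 degrees C. DiscoveRx reagent added for 30 - 60 minutes at room temperature; luminescence read.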
FUS yeast rescue: rescues growth of FUS-expressing yeast | actives 0.24% (n = 390,000) | S. cerevisiae FUS-expressing, growth rescue, OD600, 24 h | Potency, µM (highest dose often 76.6 µM), for inactives: top-dose growth rescue (activation), actives largely listed as activators | AID 1347120;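 note: potency is the fitted concentration of half-maximal effect; plate controls were DMSO vehicle for no effect and reference control for full effect; nearly all actives have a fitted effect of over 55% in size; some results filed as inactive show a strong effect at the top dose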
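Steps: raffinose overnight preculture; dilution to OD 0.005 in 2% galactose minimal medium; compound addition (concentration series); 24hr at 30C, 99% humidity; absorbance read at 600 nm.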
EPAC2 agonist: activates human EPAC2 exchange factor; Potency, µM (doses to about 154 µM), inactives show top-dose activation, actives largely listed as activators; AID 720711; EPAC2 activation, biochemical qHTS; response scale: 100% = 6.5 mM cAMP response; actives 0.079% (n = 360,000); Q8WZA2; note: potency is the fitted concentration of half-maximal effect; nearly all actives have a fitted effect of over 50% in size
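Compounds were titrated in qHTS against a Rap1B-BODIPY-GDP (250 nM) complex with EPAC2 (100 nM) and GDP (50 uM). BODIPY-GDP release tracked at 480/540 nm over 30 min at room temperature, normalized to 6.5 mM cAMP.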
DRD3 antagonist: blocks the human D3 dopamine receptor; P35462; D3R cells, DiscoveRx beta-arrestin luminescence, antagonist mode; stronger effect = lower value; max response, negative = inhibition, %; actives 2.5% (n = 360,000); AID 652054; in the data active = max response below about -50%; inconclusive = no clear call, values can overlap the other calls; note: % is set by controls: 0 for no effect and ±100 for the full control effect; mostly tested at two doses, the higher about 12 µM
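Cells plated overnight at 1500 cells/well, then exposed to library compounds with dopamine controls for 90 minutes at 37 degrees C. DiscoveRx reagent added for 30–60 minutes at room temperature; luminescence read, quantitative HTS format.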
Abeta yeast res: A-beta toxicity reversal in yeast. yeast expressing A-beta42, growth rescue, OD600, 48 h; response scale: 0% DMSO, 100% iron-clioquinol control. Potency, µM (doses to about 46.1 µM), inactives show at the highest dose growth rescue, actives largely listed as activators. actives 0.063% (n = 410,000). AID 1347071; note: potency is the fitted concentration of half-maximal effect; nearly all actives have a fitted effect of over 55% in size
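Yeast A-beta toxicity model in growth medium with pinned compounds, 48 h at 30 C; growth read as absorbance at 600 nm. Normalized to FeCl3/clioquinol equimolar mix (positive) and DMSO (negative).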
TDP-43 yeast inh: rescues yeast growth from TDP-43 toxicity. TDP-43 expressing yeast growth rescue, BacTiter-Glo, 24 h. Potency, µM (highest dose often 46.1 µM), for the others: at the highest dose growth rescue (activation), usual class: activators. actives 1.8% (n = 410,000). AID 652104; note: potency is the fitted concentration of half-maximal effect; % of control where 0% means no effect; nearly all actives have a fitted effect of over 50% in size
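In this qHTS, compounds that restore growth of yeast expressing TDP-43 appear as activators. Cells (OD600=0.02, galactose medium, raffinose-pregrown) are incubated with compound 24 hr at 30 deg C and growth is quantified by BacTiter-Glo.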
EPAC2 antag: EPAC2 (human) antagonism; AID 720708; Potency, µM (titrated, usually from 114 µM), for the others: top-dose activity, negative = inhibition, hits mostly inhibitors; EPAC2 GEF exchange of Rap1B-BODIPY-GDP, fluorescence; actives 0.18% (n = 360,000); note: potency is the fitted concentration of half-maximal effect; % is set by controls: 0 for no effect and ±100 for the full control effect; nearly all actives have a fitted effect of over 45% in size; many of its hits are not listed in these tables
aSyn yeast inh: inhibitors of alpha-synuclein toxicity in yeast | Potency, µM (doses to about 46.1 µM), inactives show top-dose growth rescue (activation), actives largely listed as activators | AID 652106 | actives 0.14% (n = 370,000) | Yeast expressing alpha-synuclein, growth rescue, BacTiter-Glo, 24 h; note: potency is the fitted concentration of half-maximal effect; % of control where 0% means no effect; nearly all actives have a fitted effect of over 65% in size
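Rescue of yeast growth: cells expressing toxic alpha-synuclein, induced in galactose at OD600 0.02, incubated with compound 24 h at 30 C. ATP luminescence quantified growth; inhibitors of toxicity appear as activators.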
An asterisk follows results filed as active; ? = inconclusive; nt = no result given; [ ] = dose if it differs, or a comment. Unless noted, calls come from the whole dose curve; as a rule, active = well fitted curve in the direction sought with a large enough effect; inconclusive = small, poorly fitted or top-dose-only effect, or another doubt; inactive = no such curve, though single readings can be large; an effect the other way counts as inactive or inconclusive. This is a subset, so the mix of outcomes need not match the whole.

SMILES	DRD3 agonist	FUS yeast rescue	EPAC2 agonist	DRD3 antagonist	Abeta yeast res	TDP-43 yeast inh	EPAC2 antag	aSyn yeast inh
Cc1c(C(=O)NCc2ccccn2)sc2nc(-c3ccc(F)cc3)cn12	-3.9	-0.6%	-15.4%	-13.4	13.3%	26.7%	3.0%	nt
CC1=NN(c2nc(-c3ccccc3)cs2)C(=O)C1	-3.1	40.0%	2.4%	-20.8	7.9%	8.7%	1.5%	-0.4%
CCCc1c(C)c2cc(C)ccc2[nH]c1=O	10.5	18.5%	12.1%	26.2	-5.7%	28.5%	-2.5%	-0.1%
O=C(c1ccccc1)c1ccc2nc(-c3ccco3)c(-c3ccco3)nc2c1	0.9	26.1%	-6.1%	-14.5	-18.1%	10.3%	-15.2%	-0.4%
Cc1ccc(S(=O)(=O)C2CCOC2=O)cc1 (stereo not given)	-6.5	9.9%	3.5%	-5.9	-5.7%	-8.0%	7.3%	-4.3%
O=C(CCc1ccccc1)NNC(=S)Nc1ccc(F)cc1	-7.4	19.7%	7.3%	-6.9	1.8%	19.2%	15.5%	-5.6%
O=C(COc1ccc(-n2cnnn2)cc1)Nc1cc(Cl)cc(Cl)c1	-8.6	26.6%	3.0%	-19.8	3.0%	10.4%	-3.2%	9.3%
CCCCOc1ccc(C(=O)Nc2ccncc2)cc1	13.8	-4.0%	12.3%[15.6 µM]	63.1	-5.1%	4.3%	-21.9%	2.7%
CCOc1ccc2oc(=O)cc(CN3CCN(c4ccc(OC)cc4)CC3)c2c1	-1.2	7.7%	nt	nt	-0.7%	10.6%	nt	nt
C=C(Cl)COc1ccc2c(CCC)cc(=O)oc2c1	4.2	4.9%	6.2%	0.0	-7.0%	?	-4.9%	5.2%
CC(=O)Nc1ccc(NC(=O)CSc2nnc(NC(=O)Cc3ccc(F)cc3)s2)cc1	3.9	nt	-0.7%	-9.8	11.8%	22.7%	-0.2%	3.4%
Cc1cccc(C)c1NC(=O)COc1cccc(/C=N/NC(=O)C(=O)NCc2ccccc2)c1	6.2	2.8%	10.0%	-1.6	-4.9%	7.2%	7.3%	3.5%
CN(CC(=O)Nc1ccc(S(=O)(=O)N2CCCC2)cc1)Cc1ccc(Cl)cc1Cl	1.4	nt	-4.6%	6.0	19.7%	0.0%	-0.3%	-5.0%
CCc1ccccc1NC(=O)CN(C)C(=O)Cn1cc(C(F)(F)F)cc(Cl)c1=O	4.3	15.2%	1.3%	4.9	10.9%	-2.5%	-2.6%	3.2%
Cc1nnc(SCC(=O)NC(C)(C)C)n1NCc1ccc(N(C)C)cc1	13.3	6.8%	4.3%	25.9	6.3%	nt	0.8%	0.1%
O=C(Nc1ccc(Cl)cc1)Nc1ccc(N2CCCC2)c(S(=O)(=O)Nc2ccccc2Cl)c1	4.8	11.8%	18.7%	?	0.7%	-4.8%	-3.8%	-5.9%
CCOC(=O)Cn1c(C(C)=O)nc2ccccc21	5.4	-18.0%	3.1%	0.0	-3.8%	6.5%	-6.2%	0.7%
S=C(NCCc1ccccn1)Nc1cccc(Cl)c1	0.6	nt	-0.4%	?	23.1%	23.2%	-1.7%	5.1%
COc1ccc(-c2nc3ccccc3n3c(-c4cccc(C)c4)c4c(=O)n(C)c(=O)n(C)c4c23)cc1OC	0.8	?	nt	nt	-19.5%	?	nt	nt
CCOc1ccc2nc3sc(C(=O)N4CCOCC4)c(N)c3cc2c1	2.6	6.6%	-8.6%	6.2	12.3%	?	-3.6%	5.6%
CCN(CC)S(=O)(=O)c1cccc(C(=O)N/N=C2\CC(=O)CC(C)(C)C2)c1	0.3	23.7%	2.7%	1.9	-14.4%	2.6%	-3.0%	3.3%
CC(=O)Nc1ccc(NC(=O)C2Cc3c(-c4cccc(F)c4)ccnc3O2)cc1 (stereo not given)	3.4	4.6%	9.6%	2.7	-12.6%	?	-23.8%	2.1%
Cc1cc(=O)oc2cc(OCC(=O)N3CCOCC3)ccc12	1.1	?	-2.2%	-19.3	-1.9%	-18.5%	-2.9%	0.1%
C[C@H](O)[C@@H]1C(=O)N2CCc3c([nH]c4ccccc34)[C@@H]2C[C@@H]1N(C)S(=O)(=O)c1ccccc1	-1.8	30.6%	19.4%	0.0	-8.3%	6.8%	8.0%	0.3%
COc1ccc(/C=N\NC(=O)c2ccccc2OC)cc1COc1ccccc1C	21.0	10.8%	-6.6%	36.5	5.9%	0.5%	-9.8%	2.4%
CCOc1ccccc1NC(=O)c1c(NCc2ccc(C)o2)sc2c1CCCCC2	-9.9	38.7%	nt	nt	10.2%	15.7%	nt	nt
CCOc1ccccc1CNC(=O)CCN1C(=O)COc2ccccc21	-6.5	20.4%	2.3%	?	14.6%	-8.5%	2.2%	0.9%
COc1ccc(-c2csc(NC(=O)c3cccc(N4C(=O)CCC4=O)c3)n2)cc1C	3.6	nt	9.7%	65.1	8.9%	7.7%	11.5%	-4.3%
Cc1cc(C)n(C(=O)c2ccc(C)c(S(=O)(=O)N3CCCCC3)c2)n1	1.0	22.3%	19.9%	16.0	9.4%	-0.6%	-6.3%	-7.1%
O=C1CC(N2CCC(O)(c3ccc(Cl)cc3)CC2)C(=O)N1Cc1ccc(N2CCCC2=O)cc1 (stereo not given)	2.0	14.7%	2.7%	25.0	-7.2%	27.0%	-2.7%	11.4%
CC(=O)c1cccc(NC(=O)CCC2CCCC2)c1	0.6	12.6%	-2.9%	-2.0	-6.1%	0.8%	-5.5%	-5.4%
CN1CCN(CCCCOc2ccccc2C=O)CC1	-2.9	12.0%	1.2%	?	-9.0%	-9.3%	-4.3%	-0.2%
Cc1cc(Cl)ccc1NC(=O)Cc1ccc(NC(=O)N2CCCCc3ccccc32)cc1	-0.2	7.4%	nt	nt	7.2%	0.0%	nt	nt
COc1ccc(C)cc1NC(=O)CCCN1C(=O)NC(C)(C)C1=O	0.4	5.4%	12.1%	-9.1	-1.9%	6.4%	0.9%	-5.1%
COc1ccc(-n2c(=O)c3c4c(sc3n(Cc3cc(C)ccc3C)c2=O)CN(C(C)=O)CC4)c(OC)c1	-15.7	?	nt	nt	-10.5%	18.0%	nt	nt
CC(Sc1nnc(-c2ccc(Cl)cc2)n1C)C(N)=O (stereo not given)	-7.4	8.1%	2.8%	-4.1	-0.6%	-5.7%	14.2%	-4.0%
Cc1cccc(C)c1OCCCCN1CCCCC1	-2.9	-19.2%	-0.8%	-0.7	9.4%	11.4%	4.9%	5.7%
O=C(c1ccc(Cn2c(=S)[nH]c3ccc(N4CCOCC4)cc3c2=O)cc1)N1CCN(c2ccc(F)cc2)CC1	-4.3	?	-1.9%	0.0	7.8%	6.8%	-4.5%	5.0%
CN(Cc1ccccc1)S(=O)(=O)c1ccc(Cl)c(C(=O)N2CCC2)c1	3.2	nt	7.1%	19.3	-18.7%	-0.9%	-21.5%	0.0%
COc1cc2c(cc1OC)C1C/C(=N\O)C(CC(C)C)CN1CC2 (stereo not given)	-19.6	-7.4%	-0.9%[15.6 µM]	-58.1*	6.4%	-7.1%	-3.0%	-7.2%
COC(=O)c1cccc(CSc2nnc(-c3ccco3)n2-c2ccccc2)c1	-8.9	24.8%	12.8%	0.0	2.0%	?	6.9%	1.5%
C=CCNc1ncnc2c1cnn2-c1ccc(OC)cc1	-1.4	?	6.1%	13.3	-2.8%	?	-10.3%	-3.2%
CC(=O)NCCC(=O)Nc1sc2c(c1-c1nc3ccccc3[nH]1)CCCC2	-4.3	18.1%	8.0%	-24.5	18.0%	10.2%	-1.1%	6.0%
COc1cc(/C=C/C(=O)O)cc(S(=O)(=O)Nc2cc(S(=O)(=O)N3CCCCC3)ccc2Cl)c1OC	2.0	?	7.2%	35.2	9.7%	-9.3%	14.7%	?
Cc1cn([C@H]2C[C@H](O)[C@@H](CCC(=O)NCc3ccco3)O2)c(=O)[nH]c1=O	-13.3	-15.4%	3.3%	0.0	-13.2%	-6.7%	1.3%	-0.7%
Cn1c(=O)c2c(ncn2CC(=O)NC(C)(C)C)n(C)c1=O	-11.0	-1.0%	3.5%	-28.0	1.7%	-14.7%	-2.6%	0.2%
Cc1cc(C)nc(N/N=C/c2cccc([N+](=O)[O-])c2)n1	4.4	4.7%	0.1%	0.0	4.5%	-5.1%[1.82 µM]	-1.2%	4.7%
CCOCC(=O)Nc1cccc(OC)c1	-2.4	-33.2%	12.9%	?	-18.4%[9.22 µM]	-4.1%	-1.1%	-2.4%
CCSc1nc2n(n1)C(c1cccc(F)c1)C1=C(CCCC1=O)N2 (stereo not given)	14.1	18.9%	-14.0%	19.8	14.4%	-13.3%	6.4%	4.6%
Cn1nc(C(C)(C)C)cc1NC(=O)Nc1ccc(F)cc1F	-4.5	-4.8%	9.6%	2.3	5.4%	11.6%	0.3%	3.3%
CCN(CC(=O)Nc1ccc(NC(C)=O)cc1)C(=O)c1ccc2c(c1)S(=O)(=O)N=C1CCCCCN12	-7.9	22.4%	8.6%	-16.1	10.0%	-21.5%	16.4%	-20.2%
CCCCNC(=O)Nc1ccccc1CC	1.5	-25.5%	0.9%	6.8	4.5%	-11.5%	-0.7%	0.2%
Cc1ccc2nc(NC(=O)CSc3nc4c(c(=O)n3C)SC(C)C4)sc2c1 (stereo not given)	15.1	36.9%	-3.5%	53.5	9.3%	-10.7%	-6.5%	-4.0%
Cn1c(N)c(C(=O)c2ccc(C#N)cc2)c(=O)n(C)c1=O	0.4	-18.3%	-1.7%	4.6	-6.1%	1.9%	8.8%	-14.6%
O=C(COC(=O)c1ccc(S(=O)(=O)C(F)F)cc1)NC(=O)NC1CCCCC1	-6.3	9.4%	3.0%	10.8	9.2%	21.1%	-8.3%	10.0%
O=S(=O)(c1ccc(Cl)cc1)c1snnc1-c1ccccc1	-10.0	11.3%	19.9%	-64.3*	-39.9%[inhibitor]	?	-6.5%	-5.3%
Cc1c(C(=O)NCC2CCCO2)sc2nc(-c3ccc(F)cc3)cn12 (stereo not given)	-8.2	-3.0%	4.3%	0.0	-18.1%	10.2%	3.2%	1.9%
